Source: PubChem BioAssay
UHRF1 MBD2 ctr – blocks human UHRF1 binding to methylated DNA; Q96T88; UHRF1 binding to methylated oligo, TR-FRET; inhibition, % at 4.4 µM; hit rate 0.75% among 370,000; AID 687016; in the data active means inhibition above about 21%;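 further: UHRF1 SRA domain binding a hemimethylated CpG hairpin DNA probe; 0% = median of test compound wells and 100% = reference inhibitor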
TCR-CD3 inh – human TCR-CD3 binding inhibition; AID 651800; TAMRA-labeled TCR probe fluorescence, biochemical; hit rate 0.37% among 360,000; inhibition, % at 9.4 µM; in the data active means inhibition above about 19%;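 further: recombinant mutant TCR 2C K166C tagged with TAMRA read by polarization; 0% = receptor in buffer alone and 100% = receptor with positive control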
HTRA1 inhibitor – HTRA1 (human) protease inhibition | hit rate 0.5% among 340,000 | AID 504803 | recombinant HTRA1, FP-rhodamine activity-based probe, fluorescence polarization | inhibition, % at 5.96 µM; in the data active means inhibition above about 36%;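 further: 0% = enzyme with DMSO and 100% = wells lacking enzyme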
Target sequence (Q92743 whole entry, looked up): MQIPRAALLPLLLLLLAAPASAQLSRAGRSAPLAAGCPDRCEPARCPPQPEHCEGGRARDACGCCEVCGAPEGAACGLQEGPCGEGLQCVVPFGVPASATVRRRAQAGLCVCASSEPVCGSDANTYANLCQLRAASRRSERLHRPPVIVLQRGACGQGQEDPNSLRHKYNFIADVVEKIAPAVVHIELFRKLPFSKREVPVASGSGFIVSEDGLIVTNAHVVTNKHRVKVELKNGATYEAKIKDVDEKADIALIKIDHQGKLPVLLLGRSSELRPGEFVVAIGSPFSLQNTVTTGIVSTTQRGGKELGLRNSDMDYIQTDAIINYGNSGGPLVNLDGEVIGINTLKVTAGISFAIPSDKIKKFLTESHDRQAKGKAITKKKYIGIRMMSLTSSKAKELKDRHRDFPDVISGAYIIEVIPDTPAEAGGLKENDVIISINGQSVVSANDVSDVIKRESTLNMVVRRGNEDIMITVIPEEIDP
SIAE inh – human SIAE inhibition, primary screen. inhibition, % at 9.66 µM. Q9HAT2. hit rate 0.69% among 370,000. SIAE FP-Rh probe binding, fluorescence polarization;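 active means inhibition above a cutoff: mean of compounds within the control limits plus 3 SD of those, cut at about 17% in these data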;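 further: 0% = plate median of compound wells and 100% = probe without SIAE protein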
LEDGF integ inh – blocks HIV-1 LEDGF/p75-dependent DNA integration | TR-FRET IN-LEDGF/p75 DNA integration, Eu/Cy5 | hit rate 0.64% among 370,000 | inhibition, % at 3.7 µM;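 active means inhibition above the screen-wide mean plus 3 SD, cut at about 13% in these data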;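 further: signal is the Cy5 over europium emission ratio at 671 and 618 nm; 0% = plate median of compound wells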
ABHD4 inh – inhibitors of mouse ABHD4; hit rate 0.54% among 370,000; purified mABHD4, FP-Rh probe fluorescence polarization; AID 720543; inhibition, % at 8.92 µM;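 active means inhibition exceeding the mean over every tested compound plus 3 SD, cut at about 30% in these data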;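 further: 0% = plate median of compound wells and 100% = S159A mutant with DMSO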
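Material: mouse ABHD4 enzyme, wild type; Benchmarks: S159A mutant high control, sample median low control; Buffer or medium: HEPES pH 7.0, NaCl, Pluronic buffer; Signal: fluorescence polarization; Read-out: percent inhibition of probe binding, normalized to plate controls; Timing: pre-incubation 45 min, probe exposure 60 min, at 25 °C; Dosing: 8.92 µM, single dose.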
PG9 binder – PG9 antibody binding by small molecule | TR-FRET gp120-PG9 antibody binding | inhibition, % at 6.7 µM | hit rate 0.43% among 360,000; in the data active means inhibition above about 8.5%
PRMT1 FP inh – PRMT1 (human) inhibition, primary screen; hit rate 1.3% among 370,000; recombinant PRMT1, activity-based probe fluorescence polarization; inhibition, % at 2.79 µM;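 active means inhibition above about 21% made by adding two undisclosed values, limit read from the data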
TDP2 inh – blocks human TDP2 phosphodiesterase activity. O95551. recombinant TDP2, T5PNP hydrolysis, p-nitrophenol absorbance 415 nm. inhibition, % at 12.8 µM. hit rate 0.34% among 370,000. AID 720702;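 active means inhibition above the mean of all tested compounds plus 3 SD, set per campaign, cut at about 25% in these data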;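 further: 0% = DMSO with enzyme and 100% = buffer with substrate but no TDP2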
Target sequence (O95551 whole entry, looked up): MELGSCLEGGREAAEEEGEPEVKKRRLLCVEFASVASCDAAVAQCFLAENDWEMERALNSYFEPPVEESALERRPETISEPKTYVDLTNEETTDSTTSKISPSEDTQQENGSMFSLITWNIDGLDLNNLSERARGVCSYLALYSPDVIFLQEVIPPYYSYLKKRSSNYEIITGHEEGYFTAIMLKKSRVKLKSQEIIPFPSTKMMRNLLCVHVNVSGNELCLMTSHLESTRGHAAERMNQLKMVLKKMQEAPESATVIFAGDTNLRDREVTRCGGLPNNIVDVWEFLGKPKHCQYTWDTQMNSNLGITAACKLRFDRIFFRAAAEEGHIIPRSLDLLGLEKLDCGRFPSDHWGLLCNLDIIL
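Test system: human TDP2 enzyme; Input: 120 nM TDP2 per well; Buffer or medium: Mg2+-containing Tris-HCl buffer, pH 7.5; Reagent: 5 mM T5PNP; Dosing: 12.8 µM single point, 1% DMSO; Incubation: reaction 2 h, 37 °C; Detection: p-Nitrophenol epi absorbance; Read-out: % inhibition relative to enzyme-containing and enzyme-free wells; Replicates: single well per compound.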
DDE Tn7 FP inh – DD(E)-Tn7 binding inhibition, primary FP screen | FP displacement of FITC-Tn7 peptide from fibrin DD(E); 0% = median of compound wells per plate | inhibition, % at 8.3 µM | hit rate 0.13% among 370,000 | AID 720508;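 active means inhibition above the mean of compounds falling within the control limits plus 3 SD of them, cut at about 14% in these data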;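 further: 0% = plate median of compound wells and 100% = 10 µM Aha-Tn7 peptide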
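Test system: human clot-derived fibrin DD(E) complex / Quantity: 2 µM final DD(E) protein / Incubation: 10 min plus 3 h, room temperature / Measured by: fluorescence polarization / Benchmarks: high control of 10 µM Aha-Tn7 peptide / Replicates: singlicate testing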
* = called active by the depositor; · = not tested or not shown.

molecule,UHRF1 MBD2 ctr,TCR-CD3 inh,HTRA1 inhibitor,SIAE inh,LEDGF integ inh,ABHD4 inh,PG9 binder,PRMT1 FP inh,TDP2 inh,DDE Tn7 FP inh
Cc1cc(C(=O)NNC(=S)NCC2CCCO2)cs1 (centres undefined),0.6,5.1,1.4,3.7,1.6,-3.5,-2.4,-0.8,11.9,0.5
COCCN1C(=O)N[C@@H](c2ccco2)C(C(=O)OC)=C1C,11.5,2.2,2.3,1.3,4.2,-1.8,-1.4,-2.8,0.9,-3.5
CCN(CC)CCNC(=O)c1ccc(N)cc1,-2.2,3.9,5.2,3.3,-2.6,0.6,-0.3,-0.9,0.4,-3.1
COc1ccccc1NS(=O)(=O)c1cc(NC(=O)Cc2n[nH]c(=O)c3ccccc23)ccc1Cl,1.2,-2.9,-17.4,-18.9,1.3,-14.1,1.9,0.9,4.1,6.9
Cc1ccccc1OCCC(=O)OCC(=O)Nc1ccc(N2CCOCC2)cc1,0.1,0.1,-1.9,14.6,-3.6,2.0,3.4,0.1,2.0,8.4
CN(C)c1ccc(Cc2cc3c(O)ccc(O)c3cc(Cc3ccc(N(C)C)cc3)c2=O)cc1,51.3*,42.6*,83.7*,55.9*,63.5*,83.5*,7.8,79.4*,10.3,-3.4
C=CCn1cnc2c(c1=O)c1nc3ccccc3nc1n2-c1ccc(C)cc1,0.0,-1.8,·,0.4,-1.7,-1.9,2.4,-1.4,0.4,0.6
COc1ccc2c3c([nH]c2c1)C1CC2C(CC(O)C(OC)C2C(=O)O)CN1CC3 (centres undefined),2.5,5.4,19.3,9.2,0.9,6.9,-6.2,12.7,8.5,4.1
CN1C(=O)C(O)(CC(=O)/C=C/c2ccco2)c2ccccc21 (centres undefined),4.5,-4.9,-3.5,-2.2,2.7,-11.2,-1.9,-1.9,-25.5,-9.5
CC(=O)c1c(C)oc2ccc(N(C(=O)C3CCCCC3)S(=O)(=O)c3cc([N+](=O)[O-])ccc3C)cc12,2.4,-10.7,3.2,6.9,-3.7,-3.0,-0.6,1.1,-14.1,-1.3
CC1=NN(C(=O)COc2ccccc2C)C(O)(c2ccc(Cl)cc2)C1 (centres undefined),2.5,8.3,12.4,-47.7,-2.9,6.5,-0.9,-1.2,-7.3,4.5
O=c1cc(C2CCCCC2)[nH]c(=O)[nH]1,-1.0,-1.8,5.9,-2.4,3.0,0.0,-0.7,-2.6,1.2,1.6
CCOc1c(Br)cc(C2NS(=O)(=O)N=C3CCCCCN32)cc1OC (centres undefined),1.4,1.4,-3.2,0.7,1.9,-2.5,-0.3,-1.1,-2.2,-2.5
COc1cccc(NC(=S)N2CCC(Cc3ccccc3)CC2)c1,0.6,-4.0,-13.3,0.8,-0.6,-3.7,-1.5,-1.4,-10.2,-5.5
O=C(CSc1nc2ccccc2[nH]1)c1c[nH]c2ccccc12,1.9,5.0,-19.9,-0.1,-4.5,-7.8,1.4,2.8,7.5,2.3
CC(=O)Nc1ccc(NC(=S)NC(=O)/C=C/c2ccco2)cc1,4.1,2.4,-1.3,3.9,4.5,16.3,-1.9,21.1*,-2.9,4.7
COc1ccc(CCNC(=O)C(=O)NCC2CCCN2S(=O)(=O)c2ccc(OC)cc2)cc1 (centres undefined),0.1,6.1,-1.7,-7.3,0.3,1.2,1.3,-1.4,13.3,6.8
Cc1cc(NC(=O)CSc2nc3cc(Cl)ccc3c(=O)n2Cc2ccco2)no1,-3.6,0.8,-8.0,2.4,3.0,0.7,-1.3,-1.4,13.7,-0.7
COC(=O)c1sccc1NC(=O)Cc1ccc(OC)c(OC)c1,3.7,-7.1,-0.6,2.9,-4.8,-1.4,-0.5,0.6,2.0,1.8
Nc1c(N(CCO)C(=O)C2CCCCC2)c(=O)[nH]c(=O)n1Cc1ccccc1,-0.1,1.5,-10.2,2.0,3.6,1.3,-1.6,0.6,-2.7,2.4
O=C(NCc1ccc2c(c1)OCO2)Nc1ccc(Cl)cc1,-0.7,8.0,-9.3,-1.1,0.3,-7.3,-1.5,0.1,12.2,-2.9
O=C1NCCN(C(=O)CCc2nnc(-c3ccsc3)o2)C1c1ccc(F)cc1 (centres undefined),1.3,4.8,-1.4,1.7,-0.8,-1.1,-0.9,-5.0,-4.4,-0.3
CCn1cc(NC(=O)Nc2ccc(OC)c(OC)c2)c(C(N)=O)n1,-0.8,-8.3,-1.9,4.4,-2.8,8.9,-1.3,0.0,-8.6,-10.7
CCOc1ccc(NC(=O)Cc2ccc(S(=O)(=O)N3CCOCC3)s2)cc1OCC,1.6,-13.5,1.8,9.7,-1.8,-8.0,1.5,1.1,-6.0,-1.3
Cc1cccc(N(C(=O)CCC(=O)Nc2cc(C)on2)C(C(=O)NC2CCCC2)c2ccccc2)c1 (centres undefined),0.9,3.8,-16.1,-4.7,-1.0,3.2,-0.8,1.0,-3.8,1.7
Cc1nn(CC(=O)NCc2ccccn2)c(C)c1[N+](=O)[O-],-0.4,1.8,4.5,-5.8,-0.3,-3.2,0.3,-2.1,2.5,-0.4
CC(=O)C1=C(O)C(=O)N(c2cccc(C(=O)O)c2)C1c1ccc(F)cc1 (centres undefined),-3.7,1.7,2.7,1.5,0.8,2.5,1.4,-1.2,6.9,-1.6
CC(C)N1CCN(Cc2ccc(C#CC(C)(C)O)cc2)CC1CCO (centres undefined),3.7,-11.3,-3.0,-0.4,-7.7,-2.4,-0.3,2.9,-2.7,9.3
Cc1cc(C)n(CCCNC(=O)c2cc(COc3ccc(C)c(C)c3)on2)n1,0.0,-0.9,-4.6,-4.1,2.9,-3.4,-1.6,-1.0,-4.6,2.1
COC(=O)c1c(NC(=O)CC2SC(N)=NC2=O)sc2c1CCC(C(C)(C)C)C2 (centres undefined),8.3,4.7,-22.6,-22.5,-0.5,-31.4,-1.1,8.5,-11.7,8.0

Given with two lines to a compound: part of the list above.
Below each compound: UHRF1 MBD2 ctr, TCR-CD3 inh, HTRA1 inhibitor, SIAE inh, LEDGF integ inh, ABHD4 inh, PG9 binder, PRMT1 FP inh, TDP2 inh, DDE Tn7 FP inh
- CCn1cc(NC(=O)Nc2ccc(OC)c(OC)c2)c(C(N)=O)n1
 : -0.8, -8.3, -1.9, 4.4, -2.8, 8.9, -1.3, 0.0, -8.6, -10.7
- CCOc1ccc(NC(=O)Cc2ccc(S(=O)(=O)N3CCOCC3)s2)cc1OCC
 : 1.6, -13.5, 1.8, 9.7, -1.8, -8.0, 1.5, 1.1, -6.0, -1.3
- Cc1cccc(N(C(=O)CCC(=O)Nc2cc(C)on2)C(C(=O)NC2CCCC2)c2ccccc2)c1 (centres undefined)
 : 0.9, 3.8, -16.1, -4.7, -1.0, 3.2, -0.8, 1.0, -3.8, 1.7
- Cc1nn(CC(=O)NCc2ccccn2)c(C)c1[N+](=O)[O-]
 : -0.4, 1.8, 4.5, -5.8, -0.3, -3.2, 0.3, -2.1, 2.5, -0.4
- CC(=O)C1=C(O)C(=O)N(c2cccc(C(=O)O)c2)C1c1ccc(F)cc1 (centres undefined)
 : -3.7, 1.7, 2.7, 1.5, 0.8, 2.5, 1.4, -1.2, 6.9, -1.6
- CC(C)N1CCN(Cc2ccc(C#CC(C)(C)O)cc2)CC1CCO (centres undefined)
 : 3.7, -11.3, -3.0, -0.4, -7.7, -2.4, -0.3, 2.9, -2.7, 9.3
- Cc1cc(C)n(CCCNC(=O)c2cc(COc3ccc(C)c(C)c3)on2)n1
 : 0.0, -0.9, -4.6, -4.1, 2.9, -3.4, -1.6, -1.0, -4.6, 2.1

New compounds follow:
Short keys – A = UHRF1 MBD2 ctr; B = TCR-CD3 inh; C = HTRA1 inhibitor; D = SIAE inh; E = LEDGF integ inh; F = ABHD4 inh; G = PG9 binder; H = PRMT1 FP inh; I = TDP2 inh; J = DDE Tn7 FP inh
> C/C(=N\Nc1ccc(F)cc1)c1ccncc1
  A: -1.4; B: 8.4; C: 3.6; D: -3.9; E: -1.6; F: 13.0; G: -1.7; H: 0.4; I: 6.5; J: 0.7
> CC(C)C(=O)NNC(=O)c1csc(-c2cccs2)n1
  A: -0.6; B: -4.6; C: -2.9; D: -3.7; E: -3.8; F: 2.9; G: 1.9; H: 2.2; I: -5.5; J: 7.8
> CC(c1ccccc1)N1C(=O)OC(C)(C)C1(C)O (centres undefined)
  A: -3.0; B: -3.1; C: -5.6; D: 15.1; E: 1.5; F: 2.5; G: 2.9; H: -1.1; I: -1.9; J: -0.8
> Cc1cc(Cn2ccnc2)c(C)c([N+](=O)[O-])c1Cn1ccnc1
  A: -2.1; B: 6.0; C: -1.9; D: 8.6; E: -2.4; F: 3.9; G: 0.2; H: -2.6; I: 0.0; J: -1.5
> CCCN(CCC)CCCNC(=S)Nc1ccc2nc(N3CCCC3)cc(C)c2c1
  A: 9.9; B: 3.5; C: 4.7; D: -1.1; E: 0.2; F: 0.1; G: 0.2; H: -2.4; I: -10.0; J: -6.2
> COc1ccc(Nc2nc(C)c3ccccc3n2)cc1
  A: 0.6; B: 2.9; C: 2.4; D: 13.1; E: 1.4; F: 8.2; G: 0.2; H: -2.2; I: 3.5; J: -8.2
> Cc1cc(C)cc(NC(=O)N2CCC(NC(=O)c3ccco3)CC2)c1
  A: -0.2; B: -5.2; C: -5.5; D: -0.2; E: -3.3; F: 3.6; G: 1.8; H: 2.7; I: -8.8; J: 0.6
> O=C(Cc1ccc([N+](=O)[O-])cc1)N/N=C/c1cccnc1
  A: 0.5; B: -6.3; C: -2.0; D: -3.8; E: -7.3; F: 0.0; G: 0.4; H: 3.3; I: -4.0; J: 0.0
> Cc1cc2c(N=NC(=O)CCc3ccccc3)c(O)[nH]c2cc1Br
  A: -1.8; B: 8.8; C: -6.4; D: -1.1; E: 4.7; F: -9.5; G: -2.2; H: -0.2; I: 4.4; J: -14.5
> CSc1nc(C)c(C(=O)C[n+]2ccccc2)cc1C#N
  A: -4.2; B: 0.5; C: -0.6; D: 0.3; E: -0.4; F: 1.3; G: -2.6; H: -0.8; I: 9.1; J: -2.5
> Cc1c(C(=O)N(Cc2ccccc2Cl)C2CCS(=O)(=O)C2)oc2ccccc12 (centres undefined)
  A: 1.8; B: 6.4; C: -20.1; D: 0.1; E: 0.0; F: -9.0; G: -1.7; H: -5.1; I: -0.8; J: 7.5
> O=C(CSc1nnc2ccc(-c3ccccn3)nn12)Nc1ccc(F)cc1F
  A: -0.2; B: -3.2; C: 0.4; D: -4.2; E: -2.4; F: 1.5; G: 0.3; H: -2.6; I: 11.4; J: -1.4
> O=c1c2cc3c(=O)n(-c4ccccc4O)c(=O)c3cc2c(=O)n1-c1ccccc1O
  A: -12.2; B: 6.3; C: 19.8; D: 7.2; E: 2.6; F: 29.6*; G: -1.3; H: 5.3; I: 13.0; J: 1.2
